uPA surface inh: qHTS for Inhibitors of Cell Surface uPA Generation; 330,000 tested, 0.31% active; AID 540303, 2011; cell surface uPA generation assay, qHTS; Potency, µM (highest dose often 38.3 µM), inactives show at the highest dose activity change, negative = inhibition, usual class: inhibitors; active means well fitted inhibition curve with a large enough effect; inconclusive means small, poorly fitted or top-dose-only effect; inactive means no such curve, though single readings can be large or run the other way; tested in mouse RAW 264.7 cells; further: potency means the concentration at half of the fitted maximal effect; on the % scale 0 is the no-effect control and ±100 the full control effect; nearly all actives have a fitted effect of over 55% in size
TSHR antagonist: Antagonists of the Thyroid Stimulating Hormone Receptor: HTS campaign | Thyrotropin receptor (Homo sapiens), P16473 | TSHR-expressing cells, TSH-stimulated cAMP HTRF, 2 h; stronger effect = lower value | activity change, negative = inhibition, % at 11.5 µM | 330,000 tested, 0.2% active | AID 504810, 2011;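 active means activity change below a set negative limit, meaning inhibition stronger than a set level, cut at about -70% in these data; inconclusive means activity change between two set negative limits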; further: on the % scale 0 is the no-effect control and ±100 the full control effect
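TSHR-expressing cells, 200/well, pre-treated with compound, then stimulated with EC80 TSH (4nM final) for 2 hours at 37 deg C. cAMP measured by competitive HTRF: anti-cAMP cryptate antibody in lysis buffer plus cAMP-d2, read after 30 minutes at room temperature.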
PTAP TSG101 blk: qHTS Assay for Iinhibitors of HIV-1 Budding by Blocking the Interaction of PTAP/TSG101. Tumor susceptibility gene 101 protein (Homo sapiens), Q99816. Fluorescence polarization, FITC-PTAP peptide / Tsg101 binding. Potency, µM (titrated, usually from 115 µM), without a hit: at the highest dose activity change, negative = inhibition, usual class: inhibitors. 340,000 tested, under 10 active. AID 493005, 2010; active means well fitted inhibition curve with a large enough effect in the main read-out, with a control signal flat, not every such curve was filed as active; inconclusive means small, poorly fitted or top-dose-only effect, or effect the other way, or a change in a side signal; inactive means no such curve, though single readings can be large or run the other way; further: potency means the concentration at half of the fitted maximal effect; % of control where 0% means no effect
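Fluorescence polarization binding of Tsg101 binding domain (10 uM final) to FITC-labeled PTAP peptide (50 nM final) in HEPES pH 7.5 buffer with NaCl, Tween 20, EDTA, TCEP. Compounds added before peptide; binding 20 min at RT.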
Mito fusion act: qHTS Assay for Small Molecule Inhibitors of Mitochondrial Division or Activators of Mitochondrial Fusion; S. cerevisiae fusion-defective mutant growth rescue, CellTiterGlo 48 h; Potency, µM (top dose mostly 46.1 µM), inactives show top-dose growth rescue (activation), most hits filed as activators; 320,000 tested, 0.23% active; AID 485298, 2010;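 further: potency means the concentration at half of the fitted maximal effect; % of control where 0% means no effect; nearly all actives have a fitted effect of over 45% in size; temperature-sensitive fusion mutants such as fzo1-1 at 37 °C on non-fermentable ethanol glycerol medium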
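Compounds are tested for their ability to restore growth of mitochondrial fusion-defective yeast strains at non-permissive 37C in YPEG medium over 48 hours. Viability is quantified by luciferase luminescence.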
B2AR arrestin: qHTS assay of beta-arrestin-biased ligands of beta2-adrenergic receptor. Beta-2 adrenergic receptor (Homo sapiens), P07550. beta-arrestin recruitment to beta2AR, cell-based reporter. 330,000 tested, 0.02% active. Potency, µM (titrated, usually from 46.1 µM), without a hit: at the top dose activation, usual class: activators;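 further: potency means the concentration at half of the fitted maximal effect; 0% = DMSO controls and full agonism = EC100 isoproterenol or metaproterenol; nearly all actives have a fitted effect of over 65% in size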
Eya2 phos inh: qHTS Assay for Inhibitors of the Phosphatase Activity of Eya2. Protein phosphatase EYA2 (Homo sapiens), O00167. recombinant Eya2, OMFP fluorescence dephosphorylation (OMFP is methylfluorescein phosphate). Potency, µM (highest dose often 76.9 µM), for the others: at the highest dose activity, negative = inhibition, hits mostly inhibitors. 330,000 tested, 0.006% active; further: potency means the concentration at half of the fitted maximal effect; on the % scale 0 is the no-effect control and ±100 the full control effect
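Eya2 (0.2 uM) preincubated 10 min at ambient with compound, then OMFP substrate added at 50 uM; 10 min reaction in 50 mM HEPES pH 7.5, 50 mM NaCl, 5 uM MgCl2, 0.05% BSA, 1 mM DTT. Fluorescence read at Ex 485/Em 525 nm.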
BCR signal inh: qHTS Assay to Find Inhibitors of Chronic Active B-Cell Receptor Signaling; AID 493014, 2011; ABC-DLBCL IkBa-CBG/CBR reporter, luminescence ratio, 4 h; Potency, µM (titrated, usually from 46.1 µM), inactives show at the highest dose ratio change, negative = lower green/red ratio, most hits filed as inhibitors; 340,000 tested, 0.05% active; active means well fitted inhibition curve with a large enough effect in the signal ratio, with a control signal flat, not every such curve was filed as active; inconclusive means small, poorly fitted or top-dose-only effect, or effect the other way, or a change in a side signal; the % refers to the signal ratio;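 further: potency means the concentration at half of the fitted maximal effect; plate controls were basal doxycycline-induced cells for no effect and cells given 10 µM MG132 for full effect; MG132 reads +100%, hits lower the ratio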
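Compounds up to 46 uM were incubated four hours with TMD8 cells whose green CBG68 luciferase is fused to IkappaBalpha; red CBR luminescence normalised the signal, and concentration-effect curves were fitted to fusion, red and ratio data.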
USP2a block: qHTS Assay for Inhibitors of Ubiquitin-specific Protease USP2a Using CHOP2 as the Reporter; Ubiquitin carboxyl-terminal hydrolase 2 (Homo sapiens), O75604; USP2 core, Ub-CHOP2 coupled fluorogenic reporter, 485/531; Potency, µM (titrated, usually from 38.3 µM), for the others: at the top dose activity change, negative = inhibition, most hits filed as inhibitors; 330,000 tested, 0.01% active; AID 463254, 2010;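 further: potency means the concentration at half of the fitted maximal effect; plate controls were DMSO wells for no effect and full inhibition by NEM control for full effect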
Target sequence (O75604 whole entry, looked up): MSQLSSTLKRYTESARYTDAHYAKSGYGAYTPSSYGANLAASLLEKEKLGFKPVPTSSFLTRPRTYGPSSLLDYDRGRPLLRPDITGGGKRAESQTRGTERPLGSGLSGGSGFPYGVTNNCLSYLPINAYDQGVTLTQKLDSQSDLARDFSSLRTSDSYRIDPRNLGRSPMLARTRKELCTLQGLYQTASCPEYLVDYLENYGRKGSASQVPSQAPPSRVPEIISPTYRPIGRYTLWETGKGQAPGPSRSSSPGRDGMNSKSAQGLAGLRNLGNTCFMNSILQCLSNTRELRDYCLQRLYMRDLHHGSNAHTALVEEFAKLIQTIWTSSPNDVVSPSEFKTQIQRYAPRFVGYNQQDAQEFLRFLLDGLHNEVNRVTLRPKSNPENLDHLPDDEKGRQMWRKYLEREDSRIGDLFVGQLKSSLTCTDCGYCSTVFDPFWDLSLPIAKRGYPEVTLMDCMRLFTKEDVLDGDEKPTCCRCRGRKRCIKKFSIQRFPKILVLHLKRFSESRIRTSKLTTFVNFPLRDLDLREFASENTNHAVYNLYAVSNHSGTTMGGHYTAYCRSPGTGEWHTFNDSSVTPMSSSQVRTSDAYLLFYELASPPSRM
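Deubiquitinase activity read as fluorescence (485/531 nm) after Ub-CHOP2 cleavage activates the enterokinase reporter on its substrate; USP2 core 10nM, Ub-CHOP2 and substrate 25nM each, 30min compound preincubation then 60min RT; data normalized to NEM, curves fitted.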
TCR act: Activators of T cell receptors: qHTS campaign; primary human leukocytes, anti-CD3, IL-2 HTRF, 48 h; Potency, µM (doses to about 9.22 µM), inactives show top-dose activation of IL-2 secretion, usual class: activators; 330,000 tested, under 10 active; further: % of control where 0% means no effect
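Primary human leukocytes incubated 48 hr with anti-CD3 beads plus compound, without co-stimulation. Secreted IL-2 measured by HTRF (europium cryptate/d2 anti-IL-2 pair, 320 nm excitation, 665 nm emission).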
ELG1 DNA repair: qHTS screen for small molecules that inhibit ELG1-dependent DNA repair in human embryonic kidney (HEK293T) cells expressing luciferase-tagged ELG1; HEK293T ELG1-luciferase reporter, luminescence, 16 h; DNA damage induced by 5-fluorouridine; Potency, µM (titrated, usually from 46.1 µM), without a hit: top-dose activity change, negative = inhibition, most hits filed as inhibitors; 330,000 tested, 2.3% active; further: potency means the concentration at half of the fitted maximal effect; on the % scale 0 is the no-effect control and ±100 the full control effect; nearly all actives have a fitted effect of over 55% in size
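DMSO vehicle served as the neutral condition. Each well held 2,000 cells given 5-fluorouridine plus compound; after 16 hr at 37 °C/5% CO2, ONE-Glo was added and luciferase measured 30 min later.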
Tb PFK block: qHTS Assay to Find Inhibitors of T. brucei phosphofructokinase. ATP-dependent 6-phosphofructokinase (Trypanosoma brucei brucei), O15648. 330,000 tested, 0.17% active. AID 485367, 2010. T. brucei PFK, ADP-Glo luminescence. Potency, µM (top dose mostly 57.5 µM), without a hit: at the top dose activity, negative = inhibition, hits mostly inhibitors;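 further: potency means the concentration at half of the fitted maximal effect; 0% = uninhibited 1x PFK enzyme wells and -100% = no-enzyme wells; nearly all actives have a fitted effect of over 60% in size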
Target sequence (O15648 whole entry, looked up): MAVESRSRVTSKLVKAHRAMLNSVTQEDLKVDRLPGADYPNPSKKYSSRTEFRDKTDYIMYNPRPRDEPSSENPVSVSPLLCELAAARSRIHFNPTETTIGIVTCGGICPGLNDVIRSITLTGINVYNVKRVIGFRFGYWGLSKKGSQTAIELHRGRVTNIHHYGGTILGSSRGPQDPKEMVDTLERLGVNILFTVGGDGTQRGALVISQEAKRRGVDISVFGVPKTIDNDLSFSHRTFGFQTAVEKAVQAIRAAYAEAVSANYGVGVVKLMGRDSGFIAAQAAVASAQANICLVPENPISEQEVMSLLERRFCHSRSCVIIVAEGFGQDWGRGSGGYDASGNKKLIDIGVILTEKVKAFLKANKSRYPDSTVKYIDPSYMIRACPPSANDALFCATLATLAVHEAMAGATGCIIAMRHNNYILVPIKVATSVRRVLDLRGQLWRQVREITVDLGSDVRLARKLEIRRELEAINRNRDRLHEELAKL
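Activity is normalized to no-enzyme wells (full inhibition) and 1.25 nM enzyme wells (no inhibition). Reaction: 0.5 mM F6P, 0.1 mM ATP, 45 min RT, ADP-Glo luminescence; concentration-response curves fitted and classed by quality.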
An asterisk follows results filed as active; ? = inconclusive; · = no result given; [ ] = remark or other dose. Unless noted, the call rests on the fitted dose curve; in most records, active means well fitted curve in the direction sought with a large enough effect; inconclusive means small, poorly fitted or top-dose-only effect, or another doubt; inactive means no such curve, though single readings can be large; an effect the other way counts as inactive or inconclusive.

Below each compound – uPA surface inh	TSHR antagonist	PTAP TSG101 blk	Mito fusion act	B2AR arrestin	Eya2 phos inh	BCR signal inh	USP2a block	TCR act	ELG1 DNA repair	Tb PFK block
(1) CSc1nnc(C(C)(C)C)c(=O)n1/N=C/c1c(O)ccc2ccccc12
 : -1%	-49	-4%	-6%	-0.8%	7%	?	3%	3%	8%	-3%
(2) O=C(N/N=C/c1ccncc1)c1cccs1
 : -9%	-2	2%	-1%	1.0%	2%	?	-1%	-3%	?	0%
(3) C=CCN=c1scc(-c2ccc(F)cc2)n1/N=C/c1ccccn1
 : -14%	-36	1%	19%	-0.6%	-21%	0%	-1%	-5%[46.1 µM]	?	-11%
(4) COc1ccc(S(=O)(=O)N2CCCC2CNC(=O)C(=O)NCc2ccccc2)cc1 (stereo unspecified)
 : 3%	0	-2%	4%	0.2%	10%	-6%	-2%	-3%	?	-15%
(5) CCCCc1ccc(NC(=O)CSc2nc(=O)n3cc(C)ccc3n2)cc1
 : -2%	-22	-2%	20%	0.3%	0%	2%	0%	-1%	7%	1%
(6) CCOc1ccccc1C(=O)NCC(=O)OCCCOC(=O)CNC(=O)c1ccccc1OCC
 : -4%	-15	-1%	9%	-0.9%	16%	-4%	-1%	8%	-10%	-3%
(7) CCOC(=O)C1(Cc2ccccc2)CCN(Cc2cccc3c2OCO3)CC1
 : -1%	-2	-9%	-1%	-0.5%	-8%	0%	-8%	2%	?	0%
(8) CN(CC(=O)Nc1ccc(S(N)(=O)=O)cc1)C1CCCCC1
 : -6%	-1	0%	-1%	-0.4%	0%	?	0%	0%	0%	-1%
(9) CN(C)/C=C/C(=O)c1cnc(-c2cccc(Cl)c2)s1
 : -19%	-4	-5%	3%	-0.2%	8%	?	-2%	-6%	?	5%
(10) CC1CCC2(CC1)NC(=O)N(CC(=O)Nc1ccc3c(c1)OCCO3)C2=O (stereo unspecified)
 : -2%	14	-3%	-5%	-0.8%	-17%	-5%	0%	-1%	?	-2%
(11) COC(=O)C1Sc2[nH]c(=O)sc2C2c3ccccc3OC(=O)C12 (stereo unspecified)
 : -6%	0	-4%	-6%	-1.9%	15%	11%	2%	-4%	2%	8%
(12) COc1ccccc1NC(=O)c1ccc(-n2cccn2)c([N+](=O)[O-])c1
 : 4%	-3	6%	-2%	-0.1%	-1%	3%	3%	-1%	-9%	-3%
(13) COc1ccc(OC)c(NC(=S)NCC(c2cccnc2)N2CCOCC2)c1 (stereo unspecified)
 : 3%	5	-5%	1%	0.1%	-1%	?	-12%	-3%	11%	-2%
(14) Cc1ccc(C(=O)NCCc2nnc3ccc(SCC(=O)NCc4ccc(F)cc4)nn23)cc1
 : 2%	26	-5%	-2%	-1.1%	-6%	1%	-1%	1%	-5%	1%
(15) O=C1c2ccccc2C(=O)N1CCCCSc1nnnn1-c1ccccc1
 : -4%	-72*	0%	?	4.1%	3%	-17%	-4%	6%	?	4%
(16) COc1ccc(NC(=S)N2CCN(C(c3ccccc3)c3ccccc3)CC2)c(OC)c1
 : 1%	3	1%	-1%	0.2%	3%	?	-8%	-4%	?	2%
(17) O=C(Nc1ccccc1N1CCCC1)c1cccc(F)c1
 : -3%	-9	-1%	3%	-0.1%	1%	5%	1%	0%	3%	-1%
(18) COCCNC(=O)C1CCN(S(=O)(=O)c2ccccc2)CC1
 : -1%	0	1%	0%	0.4%	9%	-3%	-8%	0%	10%	-1%
(19) CC(=O)c1ccc(OCC(=O)Nc2c(C)nn(-c3ccccc3)c2C)cc1
 : -3%	-6	-3%	-1%	-0.9%	-10%	-9%	1%	3%	?	-1%
(20) Cc1cc2cc(CNC(=O)c3cccs3)ccc2[nH]1
 : -3%	20	0%	4%	-0.1%	2%	2%	-2%	14%	2%	-4%
(21) CC(C)(C)c1ccc(C(=O)N2CCN(c3nc4ccccc4o3)CC2)cc1
 : 9%	-7	0%	2%	0.1%	-12%	0%	-1%	-4%	?	-2%
(22) Cc1ccc(C)c(N2CCN(S(=O)(=O)c3c(C)noc3/C=C/N(C)C)CC2)c1
 : 6%	-19	0%	9%	0.4%	7%	2%	-1%	-2%	-7%	2%
(23) CC12CC(c3ccccc3O1)N(C(=O)c1ccco1)C(=S)N2c1ccc(F)cc1 (stereo unspecified)
 : -7%	17	2%	-6%	5.0%	-13%	?	-1%	-2%	-5%	0%
(24) Cc1ccc(SCC(=O)OC(C)C(=O)N2CCc3ccccc32)cc1 (stereo unspecified)
 : -3%	39	-4%	16%	0.1%	-9%	-4%	-9%	1%	?	-5%
(25) N=c1c(C(=O)NCc2ccccc2)cc2c(=O)n3ccccc3nc2n1CCCN1CCOCC1
 : 1%	-10	-3%	4%	-1.2%	34%	1%	-2%	-8%	0%	-3%
(26) C[C@H](N)C(=O)NC[C@H]1O[C@@H](n2cnc3c(N)ncnc32)[C@H](O)[C@@H]1O
 : 1%	0	-6%	·	-0.5%	6%	?	4%	7%[46.1 µM]	0%	-1%
(27) O=C(CSc1nnc(-c2cccs2)n1-c1ccccc1)N1CCN(C(=O)c2ccco2)CC1
 : ·	8	·	-1%	0.3%	7%	?	-2%	·	-24%	4%
(28) CCOc1ccc(N2C(=O)C(CC(=O)Nc3ccccc3)N(Cc3ccccn3)C2=S)cc1 (stereo unspecified)
 : -12%	-4	0%	0%	0.0%	-8%	5%	4%	-34%	?	0%
(29) CCN(CC)CCCNC1CCS(=O)(=O)C1 (stereo unspecified)
 : 0%	-4	-12%	-7%	-0.2%	-1%	4%	3%	0%	-7%	0%
(30) Cc1cc(Cl)ccc1NC(=O)CCCN1C(=O)CCC1=O
 : ·	1	-6%	-3%	0.5%	-4%	7%	5%	2%	7%	-3%
(31) O=C(O)c1cnn2c1NC(c1ccc(F)cc1)CC2C(F)(F)F (stereo unspecified)
 : 5%	1	-12%	-3%	-0.7%	-5%	?	0%	-2%	0%	-5%
(32) CC(=O)c1cccc(NC(=O)c2ccc(OC3CSC3)cc2)c1
 : -3%	-17	-4%	4%	-0.4%	9%	22%	0%	2%	?	1%
(33) O=C(CN1C(=O)CSC1=O)Nc1ccc(N2CCOCC2)cc1
 : 0%	6	-5%	0%	-0.5%	-9%	?	5%	2%	8%	4%
(34) COc1ccc(Cl)cc1C(=O)NCC#N
 : 0%	11	-3%	0%	-0.3%	-4%	-11%	0%	-1%	1%	0%
(35) CCc1nc(OCCN(C)C)c2oc3ccccc3c2n1
 : 3%	42	-6%	7%	0.1%	-8%	?	-8%	-3%	?	3%
(36) Cc1ccc2nc(Cn3cc(C(F)(F)F)cc(Cl)c3=O)cc(=O)n2c1
 : -1%	2	0%	3%	0.2%	-7%	2%	-2%	-4%	12%	-2%
(37) O=C(CN1c2ccccc2Sc2ccccc21)NNC(=O)Nc1ccc(Cl)c(Cl)c1
 : 6%	-21	-2%	2%	-0.2%	-4%	?	1%	0%	-16%	-1%
(38) CCc1ccc(OCCSc2nc3ccccc3n2CC(=O)O)cc1
 : -5%	3	-2%	0%	-0.3%	-2%	4%	0%	4%	-9%	-4%
(39) O=[N+]([O-])c1ccc(N2CCN(c3ccc(F)cc3)CC2)cc1
 : -1%	-2	-13%	-16%	0.2%	-11%	7%	0%	-2%	-1%	-3%
(40) CC(NC(=O)COc1ccc(N(C)S(=O)(=O)c2ccccc2)cc1)c1ccccc1 (stereo unspecified)
 : ?	-7	0%	-2%	0.2%	-11%	-3%	0%	-5%	-21%	-6%

Screening data (PubChem BioAssay)

No enrichment for hits; any-hit rate near 3%.
